yeast mec2-1 – NCI yeast anticancer drug screen, S. cerevisiae mec2-1 strain; % growth inhibition at 50 µM; hit rate 9% among 79,000; AID 157;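 note: 0% = growth of vehicle-only cultures of the same strain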
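Compounds were applied to mec2-1 yeast cells. Their growth was then compared with that of vehicle-treated cultures to give growth inhibition.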
yeast cln2 rad14 – NCI yeast anticancer drug screen, S. cerevisiae cln2 rad14 strain | % growth inhibition at 50 µM | hit rate 8.3% among 78,000 | AID 165;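 note: 0% = growth of vehicle-only cultures of the same strain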
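Each compound was tested on cln2 rad14 yeast. Inhibition of growth was calculated against vehicle-exposed controls.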
bub3 – NCI yeast anticancer drug screen, S. cerevisiae bub3 mutant strain. growth inhibition, % at 50 µM. hit rate 9.9% among 78,000. AID 167;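 note: 0% = growth of vehicle-only cultures of the same strain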
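Part of a panel of yeast mutants defective in DNA damage repair or cell cycle regulation. Each strain is grown with compound, and inhibition is calculated relative to solvent-treated cultures.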
sgs1 mgt1 – NCI yeast anticancer drug screen, S. cerevisiae sgs1 mgt1 strain; growth inhibition, % at 50 µM; AID 161; hit rate 10% among 78,000;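 note: 0% = growth of vehicle-only cultures of the same strain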
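Read-out: growth inhibition vs vehicle controls. Cells: mutant yeast strain deficient in DNA damage repair.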
yeast mlh1 rad18 – NCI yeast anticancer drug screen, S. cerevisiae mlh1 rad18 strain. hit rate 11% among 79,000. AID 175. growth inhibition, % at 50 µM;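 note: 0% = growth of vehicle-only cultures of the same strain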
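Steps: expose repair-defective yeast to compound; measure growth; express inhibition against vehicle-treated controls.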
yeast rad50 – NCI yeast anticancer drug screen, S. cerevisiae rad50 strain | growth inhibition, % at 50 µM | hit rate 10% among 79,000 | AID 155;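 note: 0% = growth of vehicle-only cultures of the same strain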
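A DNA repair-deficient yeast mutant serves as the test organism; compound-induced growth inhibition is calculated against vehicle-treated cells.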
The depositor's hits bear a star; & = joins results of further samples. Cut-off read from the data, not from the text of the source: active = growth inhibition above about 70%; inactive = the rest. Rows were taken by chance (roughly 13% active in at least one column).

SMILES	yeast mec2-1	yeast cln2 rad14	bub3	sgs1 mgt1	yeast mlh1 rad18	yeast rad50
Nc1nc(Sc2ccc([N+](=O)[O-])c3nonc23)c2ncn(C3OC(CO)C(O)C3O)c2n1 (stereo not given)	-11.3	26.6	-6.3	3.0	11.9	-0.7
C#Cc1c(C)c(/C=C/C(C)=C/C=C/C(C)=C/C(=O)OC)n(C)c1C	4.7	10.8	23.6	20.3	23.4	12.2
CCOC(=O)c1cc(C)nc2c(Cl)cc(Cl)cc12	10.8	-2.9	10.4	-34.4	8.0	13.0
COc1ccc(NC(=O)CSc2nnc(-c3ccc(N=Cc4ccc(Cl)cc4)cc3)o2)cc1	-49.5	-56.7	-10.7	5.3	18.6	-0.4
COC(=O)C1=C(C)NC(C)=C(C(=O)OC)C1c1cc2ccccc2nc1Cl	8.5	3.3	37.1	-7.2	28.8	18.9
CN(N=O)C(=O)N[C@@H](C=O)[C@@H](O)[C@H](O)[C@H](O)CO	-7.8	-1.1	7.3	17.6	4.1	3.9
CC(=O)O.Cl.NC1C([O-])OC(CO)C(O)C1O.O=C1OC(C(O)CO)C([O-])=C1[OH2+].[Cu+2] (stereo not given)	8.3	6.0	5.0	-9.6	17.2	21.3
O=C(NNc1ccccc1)C1C2CC3OC(=O)C1C3C2 (stereo not given)	82.1*	52.4	79.8*	77.6*	68.5	54.0
Brc1ccc(CSc2cnnc(SCc3ccc(Br)cc3)c2SCc2ccc(Br)cc2)cc1	23.7	-0.3	16.8	14.9	35.1	12.6
COc1cc(OC)cc(C2OC3=C(Nc4ccccc4N3)C2=O)c1 (stereo not given)	16.1	19.4	19.4	23.2	28.1	12.8
CCCCCOC(=S)S	11.8	-12.1	13.4	32.7	29.9	-2.6
CC(=O)Nc1snc(C)c1[N+](=O)[O-]	-0.1	-8.2	-2.9	6.8	0.6	-4.5
Cc1ccccc1N1C(=O)C2C=CC(n3[nH]c(=O)n(Cc4ccccc4)c3=O)CC2C1=O (stereo not given)	-18.9	-25.5	-1.6	-16.6	-13.4	-10.3
CCOC(=O)N1CC2CCc3c(ccc4ccccc34)N2C1=O (stereo not given)	10.5	-3.6	7.4	-4.5	14.2	-2.4
NCCc1ccc2oc3cc(=O)c4ccccc4c-3nc2c1	24.7	28.7	56.2	43.8	80.8*	45.4
Cc1nnc2n(N)c(=O)c(CC(=O)c3ccc(F)cc3)nn12	0.3	0.7	12.0	0.1	-4.3	5.3
O=P1(NCC2CCCO2)OCC2(CO1)COP(=O)(NCC1CCCO1)OC2 (stereo not given)	99.6*	98.4*	98.5*	99.0*	98.7*	47.3
COc1cccc(NC(=O)CC(=O)Nc2cccc(OC)c2)c1	3.6	-32.1	10.1	-8.4	-18.7	-5.0
OCc1cc2c(cc1Br)OCO2	14.9	13.2	-20.1	20.2	3.9	41.9
O=C(O)c1cccc(Br)c1	-19.1	-38.2	-5.7	-8.4	-5.5	4.8
Nc1ccc(SCCCc2c(N)nc(N)nc2N)cc1	92.2*	91.8*	95.0*	20.6	82.2*	57.5
COc1ccccc1/C=N/Nc1nnc(N/N=C/c2ccccc2OC)c2ccccc12	95.8*	97.3*	96.2*	58.0	93.4*	74.6*
COC(=O)C1=C(C)N(NC(N)=O)C(C)(O)C12CCOC2=O (stereo not given)	-2.2	-56.8	-6.0	2.1	-14.1	-3.8
COc1ccc2c(c1)C1(C)CCCC(C#N)C1CC2 (stereo not given)	3.5	45.4	6.7	14.8	-3.9	3.5
NC(=O)c1cc(Cl)nc2nc(Cl)nc(N)c12	35.6	9.8	35.4	34.9	47.9	36.0
CCN(CC)CCN1C(=O)c2cccc3cc(N)cc(c23)C1=O	-27.3	-3.8	-9.6	-7.4	2.2	-1.9
CCCCCCCCCCCCCCCCN(O)C(=O)c1cnc[nH]1	26.6	25.4	11.1	30.2	22.6	29.8
CC(C)=CCC(C)c1ccccn1 (stereo not given)	5.5	-12.8	10.9	10.3	-4.2	-2.5
c1ccc(-c2ccc(-c3nnc(-c4ccc(-c5ccccc5)cc4)o3)cc2)cc1	-10.4	-35.6	-2.6	2.7	-3.1	-0.9
O=C(O)CCSc1nc2c(=O)[nH][nH]c(=O)c2n1Cc1ccccc1	-13.2	-53.1	-0.8	7.0	9.7	7.2
CCN(CC)C(=O)c1cccc2c1OCO2	13.6	0.2	1.4	2.4	-9.6	-17.7
CCC(CO)NC(=O)c1cccnc1 (stereo not given)	-8.3	-19.0	-7.6	-2.9	2.2	-13.5
CCCCCN=Cc1c(O)c(O)c(C(C)C)c2cc(C)c(-c3c(C)cc4c(C(C)C)c(O)c(O)c(C=NCCCCC)c4c3O)c(O)c12	62.9	20.4	30.0	71.8*	68.5	14.8
CN=C(N)N/N=C(\C)c1ccc2c(c1)Cc1cc(Cl)ccc1-2	97.0*	93.1*	98.7*	98.7*	98.5*	98.8*
O=C1C(=O)c2ccccc2C(O)=C1c1ccccc1	22.8	7.8	5.6	47.2	51.0	28.6
N#CC1OC1c1ccccn1 (stereo not given)	7.0	9.1	5.3	-12.3	-21.6	-6.2
O=C(Nc1ccc(Br)cc1)C(Br)C(Br)c1ccccc1 (stereo not given)	97.7*	96.7*	97.8*	98.6*	97.9*	98.0*
Cc1ccc(-c2c(N)nc(NC#N)nc2CCC(=O)Nc2ccccc2[N+](=O)[O-])cc1	1.4	5.5	3.7	-14.6	5.4	1.9
CCCCN(CCCC)CC(=O)NC(=O)c1ccccc1	-5.5	-38.5	10.8	3.4	-14.3	-9.6
NCC1(CNC(=O)c2ccccc2)OCCO1	-4.8	24.2	28.9	-11.3	-20.6	5.6

A run of entries from further up:
SMILES	yeast mec2-1	yeast cln2 rad14	bub3	sgs1 mgt1	yeast mlh1 rad18	yeast rad50
Nc1nc(Sc2ccc([N+](=O)[O-])c3nonc23)c2ncn(C3OC(CO)C(O)C3O)c2n1 (stereo not given)	-11.3	26.6	-6.3	3.0	11.9	-0.7
C#Cc1c(C)c(/C=C/C(C)=C/C=C/C(C)=C/C(=O)OC)n(C)c1C	4.7	10.8	23.6	20.3	23.4	12.2
CCOC(=O)c1cc(C)nc2c(Cl)cc(Cl)cc12	10.8	-2.9	10.4	-34.4	8.0	13.0
COc1ccc(NC(=O)CSc2nnc(-c3ccc(N=Cc4ccc(Cl)cc4)cc3)o2)cc1	-49.5	-56.7	-10.7	5.3	18.6	-0.4
COC(=O)C1=C(C)NC(C)=C(C(=O)OC)C1c1cc2ccccc2nc1Cl	8.5	3.3	37.1	-7.2	28.8	18.9
CN(N=O)C(=O)N[C@@H](C=O)[C@@H](O)[C@H](O)[C@H](O)CO	-7.8	-1.1	7.3	17.6	4.1	3.9
CC(=O)O.Cl.NC1C([O-])OC(CO)C(O)C1O.O=C1OC(C(O)CO)C([O-])=C1[OH2+].[Cu+2] (stereo not given)	8.3	6.0	5.0	-9.6	17.2	21.3
O=C(NNc1ccccc1)C1C2CC3OC(=O)C1C3C2 (stereo not given)	82.1*	52.4	79.8*	77.6*	68.5	54.0
Brc1ccc(CSc2cnnc(SCc3ccc(Br)cc3)c2SCc2ccc(Br)cc2)cc1	23.7	-0.3	16.8	14.9	35.1	12.6
COc1cc(OC)cc(C2OC3=C(Nc4ccccc4N3)C2=O)c1 (stereo not given)	16.1	19.4	19.4	23.2	28.1	12.8

Two entries from above, in CSV form.
SMILES,yeast mec2-1,yeast cln2 rad14,bub3,sgs1 mgt1,yeast mlh1 rad18,yeast rad50
CCCCCN=Cc1c(O)c(O)c(C(C)C)c2cc(C)c(-c3c(C)cc4c(C(C)C)c(O)c(O)c(C=NCCCCC)c4c3O)c(O)c12,62.9,20.4,30.0,71.8*,68.5,14.8
CCCCN(CCCC)CC(=O)NC(=O)c1ccccc1,-5.5,-38.5,10.8,3.4,-14.3,-9.6

The list goes on.
SMILES	yeast mec2-1	yeast cln2 rad14	bub3	sgs1 mgt1	yeast mlh1 rad18	yeast rad50
CCCCCCCCCCCCCCCCCCOC(=O)CC(C)=O	-4.5	-5.0	-9.2	-12.2	4.0	-2.8
Cc1ccc(S(=O)(=O)c2c3[nH]c4ccccc4nc3n3c2nc2ccccc23)cc1	-45.5	-87.3	-26.8	-19.2	-14.3	-14.2
O=P1(O)Oc2ccc3ccccc3c2-c2c(ccc3ccccc23)O1	30.3	-16.9	19.4	-6.1	15.7	-0.4
Nc1ccc(Cc2c(N)[nH]c(=O)[nH]c2=O)cc1	20.0	11.7	11.4	18.9	1.9	28.3
c1csc(-c2nnc(C34CC5CC(CC(C5)C3)C4)o2)c1	55.3	7.3	86.3*	83.3*	65.3	61.5
Cn1c(=O)c2c(n(C)c1=O)n1c(=O)c3ccccc3nc1n2C	2.3	-7.1	-7.3	-15.6	-6.5	12.9
Nc1nc2[nH]c(=O)c(C(=O)O)nc2c(=O)[nH]1	-6.2	-16.6	10.4	-5.0	-11.6	8.3
CN(C)CCNC(=O)c1cccc(C(=O)Nc2ccccc2)c1[N+](=O)[O-]	-12.6	20.4	-9.9	-7.7	-41.6	13.7
CC1CN=C(N(C(=O)Nc2ccccc2)C2CCCCC2)S1 (stereo not given)	-8.9	5.3	-4.3	-60.1	-20.0	-43.1
CCC(=O)Nc1cc(C)ccc1C	7.3	10.9	4.0	8.4	-0.3	26.8
NNc1[nH]c(=S)[nH]c1C(N)=O	-8.5	-7.7	-22.1	-21.4	-11.7	-29.6
N#Cc1ccc(Nc2cnc3cc(N)ccc3n2)cc1	-10.2	18.0	12.8	13.6	34.6	38.6
Nc1c(-c2ccccc2[N+](=O)[O-])nc2ccccn12	-43.5	-2.1	-19.2	-49.3	-21.1	-16.1
O=[N+]([O-])/C(Cl)=C(/C(Cl)=C(Cl)Cl)N1CCCCC1	11.7	1.5	23.6	34.1	43.1	28.6
O=C(Nc1ccc(Cl)cc1)P(=O)(O)c1ccccc1	-0.9	-26.8	-16.8	-23.1	18.1	-11.8
CCc1nc(N)nc(N)c1-c1ccc2c(c1)nnn2C	14.8	-9.8	11.6	9.1	17.9	19.9
O=C=NCCCCCCN=C=O	-4.0	-13.2	18.0	-3.0	-37.6	-4.5
COC1=CC(=O)O/C1=C(\OC)C1OC1c1ccccc1 (stereo not given)	-7.2	-1.4	-6.5	2.9	-24.9	-4.0
CNc1cc(=O)[nH]cn1	20.9	17.0	19.4	3.1	8.2	8.8
COc1cc(N=Nc2ccccc2)cc(/C=N\NC(=S)Nc2ccccc2)c1O	-13.8	11.1	-4.0	-29.4	16.8	17.1
O=C(/C=N/O)Nc1ccccc1I	-9.9	16.6	18.1	20.4	-3.5	4.0
CC(C)(N=NC(C)(C)C(=O)NCCO)C(=O)NCCO	-6.7	19.7	2.0	0.8	-0.7	-6.2
COc1ccc(-n2cc3c(=O)nccc-3c3ccccc32)cc1OC	-12.8	-10.6	-18.6	1.2	-0.6	-9.3
C=CCc1cccc(CC=C)c1OCCN(CC)CC	17.1	10.2	7.3	17.6	16.8	13.4
O=C(O)C(CO)NC(=O)C1CCCN1C(=O)OCc1ccccc1 (stereo not given)	-17.8	-1.0	-4.8	-5.7	-18.0	-1.9
Cc1cccnc1NCc1ccccn1	-0.9	4.3	1.8	15.1	3.4	3.1
CCCCCC/C(C)=C(\C)c1cc(OC)cc(OC)c1	-6.5	-5.1	-13.4	-9.8	-2.0	-1.4
CN(C)CCCNC(=O)CCNC(=O)c1cc(NC(=O)c2cc(NC(=O)c3cc(NC(=O)CCCNC(=O)c4cc(NC(=O)c5cc(NC(=O)c6nccn6C)cn5C)cn4C)cn3C)cn2C)cn1C	-14.8	-1.4	4.0	-2.0	-25.3	7.5
O=[n+]1c2ccccc2n([O-])c2cc(Cl)ccc21	99.4*	96.7*	98.5*	99.1*	99.1*	98.7*
CC(C)[C@@H](C(=O)N1CCC[C@H]1C(=O)OCc1ccccc1)N(C)C(=O)[C@H](C(C)C)N(C)C(=O)[C@H](Cc1ccccc1)N(C)C(=O)[C@H](NC(=O)OC(C)(C)C)C(C)C	-42.1	-38.1	-42.6	-38.2	-36.3	-41.9
CC(=O)Nc1nnc(NC(C)=O)s1	-2.9	70.0	-11.7	2.5	10.2	0.4
c1ccc(COc2ccc(C[P+](c3ccccc3)(c3ccccc3)c3ccccc3)cc2)cc1	99.5*	99.6*	99.5*	99.7*	99.3*	99.3*
N#Cc1c(-c2ccc(Cl)cc2)c(C#N)c(=O)n(NS(=O)(=O)c2ccccc2)c1O	46.9	48.0	47.0	41.7	50.2	17.5
CC(C)(c1ccccc1)c1ccc(Oc2ccc(C#N)c(C#N)c2)cc1	-7.6	3.3	-35.8	-14.0	-21.6	-27.2
CCN(CC)/[N+]([O-])=N/OC	-0.3	13.4	10.3	10.9	1.4	-13.6
O=c1[nH]nc(-c2cccc(Br)c2)[nH]1	36.0	-6.9	5.7	-4.2	20.6	3.4
NC1(C(=O)O)CCCCC1	-7.5	-34.7	-12.9	-30.7	-18.4	-11.3
COc1cccc(C2SCC(=O)N2c2nncs2)c1OC (stereo not given)	6.0	8.3	2.6	9.9	-9.0	-34.8
Nc1ccc(S(=O)(=O)O)c2cccc(O)c12	-0.7&14.1	-48.0&-51.8	-6.2&11.8	8.4&-1.4	-8.0&-25.1	12.4&-2.1
Nc1nc(Cc2ccccc2)nc2[nH]ncc12	6.3	-18.5	-8.9	3.2	-1.6	3.9
